Fluorescein fluor: qHTS Assay for Spectroscopic Profiling in Fluorescein Spectral Region; Compound autofluorescence, 480/540 nm, fluorescein-equivalent; hits give high values; max fluorescein-equivalent concentration, M; 0.91% of 59,000 active; in the data active = max fluorescein-equivalent concentration above about 10 nM; inconclusive = between about 1.1 nM and that limit
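Library compounds, added at multiple concentrations to pH 8.0 Tris buffer (100 mM), incubate 15 min at room temperature before CCD imaging at 480 nm excitation and 540 nm emission.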
Caspase-7 inhib: qHTS Assay for Allosteric/Competitive Inhibitors of Caspase-7. Potency, µM (top dose mostly 57.5 µM), inactives show at the top dose activity change, negative = inhibition, most hits filed as inhibitors. 0.02% of 75,000 active. recombinant caspase-7, Ac-DEVD-AFC fluorescence rate; active = well fitted inhibition curve with a large enough effect in the main read-out, with a control signal flat, not every such curve was filed as active; inconclusive = small, poorly fitted or top-dose-only effect, or a change in a side signal; also: potency is read from the fitted curve at half-maximal effect; % of control where 0% means no effect
Target sequence (P55210 24-198 limits assumed): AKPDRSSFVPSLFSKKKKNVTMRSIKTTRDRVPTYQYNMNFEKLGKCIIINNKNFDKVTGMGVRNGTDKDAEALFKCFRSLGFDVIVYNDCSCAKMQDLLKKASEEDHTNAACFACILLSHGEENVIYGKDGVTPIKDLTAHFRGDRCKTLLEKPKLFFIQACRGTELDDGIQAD
Target sequence (P55210 207-303 limits assumed): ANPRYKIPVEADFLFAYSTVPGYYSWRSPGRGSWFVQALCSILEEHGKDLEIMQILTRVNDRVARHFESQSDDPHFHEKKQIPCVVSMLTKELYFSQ
Caspase-1 inhib: qHTS Assay for Allosteric/Competitive Inhibitors of Caspase-1. P29466. Caspase-1 enzyme, Ac-WEHD-AFC fluorogenic rate. Potency, µM (series often up to 57.5 µM), inactives show top-dose activity change, negative = inhibition, hits mostly inhibitors. 0.03% of 75,000 active. AID 900, 2007;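 also: potency is read from the fitted curve at half-maximal effect; plate controls were vehicle for no effect and no substrate for full effect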
ERK AVP block: qHTS Assay for Inhibitors of the ERK Signaling Pathway using a Homogeneous Screening Assay. HEK293-V1b, vasopressin-stimulated pERK AlphaScreen. Potency, µM (highest dose often 57.5 µM), for inactives: at the top dose activity, negative = inhibition, most hits filed as inhibitors. 0.99% of 72,000 active. AID 995, 2007; also: potency is read from the fitted curve at half-maximal effect; % is scaled to controls: 0 for no effect and ±100 for the full control effect; nearly all actives have a fitted effect of over 55% in size
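qHTS, compounds titrated on V1b-expressing HEK293 cells. Preincubation 30 min at 37C, vasopressin 25 nM for 5 min, lysis 10 min, bead incubation 5 hr at room temperature.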
TexasRed autofl: qHTS Assay for Spectroscopic Profiling in Texas Red Spectral Region | Compound fluorescence, Texas Red channel, 547/618 nm; hits give high values | 0.06% of 59,000 active | AID 587, 2007 | max dye-equivalent concentration, M; in the data active = max dye-equivalent concentration above about 10 nM; inconclusive = between about 1.1 nM and that limit
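Spectral interference profiling: each compound concentration's relative fluorescence, read with a 547 nm excitation and 618 nm emission filter pair, was normalized to a per-plate Texas Red standard curve.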
USP2a inhib: qHTS Assay for Inhibitors of Ubiquitin-specific Protease USP2a | USP2a enzymatic assay, qHTS inhibition | 0.1% of 60,000 active | Potency, µM (highest dose often 38.3 µM), for the others: at the top dose activity change, negative = inhibition, actives largely listed as inhibitors;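 also: potency is read from the fitted curve at half-maximal effect; nearly all actives have a fitted effect of over 60% in size; plate controls were DMSO for no effect and NEM full inhibition control for full effect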
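20 nM USP2 core + cpd, 30 min RT; add 20 nM Ub-PLA2/20 uM NBD C6-HPC; read Ex460/Em535 at 0 h and 2.5 h. Normalized to NEM; qHTS curve fit/classification.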
HADH2 inhib: qHTS Assay for Inhibitors of HADH2 (Hydroxyacyl-Coenzyme A Dehydrogenase, Type II); 3-hydroxyacyl-CoA dehydrogenase type-2 (Homo sapiens), Q99714; recombinant HADH2, NADH fluorescence, beta-hydroxybutyryl-CoA; Potency, µM (highest dose often 57.1 µM), for inactives: top-dose activity change, negative = inhibition, usual class: inhibitors; 3.4% of 73,000 active; AID 886, 2007; also: potency is read from the fitted curve at half-maximal effect; % is scaled to controls: 0 for no effect and ±100 for the full control effect; nearly all actives have a fitted effect of over 60% in size; many of its hits are not listed in these tables
Target sequence (Q99714 whole entry, looked up, one chain of several): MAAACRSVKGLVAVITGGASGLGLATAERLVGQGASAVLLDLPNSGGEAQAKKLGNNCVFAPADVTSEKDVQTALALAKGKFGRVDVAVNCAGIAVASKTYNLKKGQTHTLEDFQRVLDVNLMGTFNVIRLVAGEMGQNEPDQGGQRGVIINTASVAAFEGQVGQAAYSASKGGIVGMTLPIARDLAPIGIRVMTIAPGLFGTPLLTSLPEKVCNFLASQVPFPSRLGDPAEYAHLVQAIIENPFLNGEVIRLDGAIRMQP
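Buffer 100 mM Tris-HCl pH 9.0/0.01% Tween-20; HADH2 20 nM; NAD+ 1 mM; beta-hydroxybutyryl-CoA 90 uM (all final). 15 min cpd preincubation, RT.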
Tau fil binding: qHTS Assay for Tau Filament Binding. AID 596, 2007. 2% of 71,000 active. recombinant tau filaments, thioflavin S fluorescence, 15 h; filaments grown with octadecylsulfate alongside compound. Microtubule-associated protein tau (Homo sapiens), P10636. Potency, µM (titrated, usually from 57.1 µM), inactives show at the top dose activity change, negative = inhibition;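 also: potency is read from the fitted curve at half-maximal effect; % is scaled to controls: 0 for no effect and ±100 for the full control effect; actives lower thioflavin S fluorescence by blocking filaments or displacing dye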
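ThS-based fibril read: tau 1 uM final, inducer ODS 30 uM final, 37 C for 15 h, ex 450/em 510 nm.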
HEK293 cAMP cs: qHTS Assay for Agonists of the Thyroid Stimulating Hormone Receptor: Activators of Intracellular cAMP Concentrations in Parental HEK 293. AID 938, 2007. parental HEK293 CNG cAMP sensor, membrane potential fluorescence. 2.5% of 73,000 active. Potency, µM (titrated, usually from 57.1 µM), for the others: top-dose activation, usual class: activators; also: potency is read from the fitted curve at half-maximal effect; % of control where 0% means no effect; nearly all actives have a fitted effect of over 55% in size
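Parental HEK 293 cells stably expressing a cAMP-gated CNG channel were loaded with membrane potential dye containing 100 uM RO 20-1724 for 60 min. Compound added for 30 min; depolarization read as fluorescence intensity at 590 nm.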
Rhodamine autofl: qHTS Assay for Spectroscopic Profiling in Rhodamine Spectral Region; Rhodamine-region fluorescence, 547/598 nm, Tris buffer; hits give high values; max dye-equivalent concentration, M; 0.05% of 59,000 active; AID 594, 2007; in the data active = max dye-equivalent concentration above about 11 nM; inconclusive = between about 1.1 nM and that limit
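Steps: pin-transfer compounds into pH 8.0 Tris (100 mM), hold 15 min at room temperature, image with a 547/598 nm filter pair, and convert intensities to rhodamine-equivalent concentration using a six-point on-plate rhodamine series.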
FLuc inh: qHTS Assay for Inhibitors of Firefly Luciferase. AID 411, 2009. purified firefly luciferase, luminescence, 8 min. Luciferin 4-monooxygenase (Photinus pyralis), P08659. Potency, µM (series often up to 57.1 µM), for inactives: at the highest dose activity change, negative = inhibition, hits mostly inhibitors. 2.2% of 72,000 active; also: potency is read from the fitted curve at half-maximal effect; % is scaled to controls: 0 for no effect and ±100 for the full control effect; nearly all actives have a fitted effect of over 40% in size
Target sequence (P08659 whole entry, looked up): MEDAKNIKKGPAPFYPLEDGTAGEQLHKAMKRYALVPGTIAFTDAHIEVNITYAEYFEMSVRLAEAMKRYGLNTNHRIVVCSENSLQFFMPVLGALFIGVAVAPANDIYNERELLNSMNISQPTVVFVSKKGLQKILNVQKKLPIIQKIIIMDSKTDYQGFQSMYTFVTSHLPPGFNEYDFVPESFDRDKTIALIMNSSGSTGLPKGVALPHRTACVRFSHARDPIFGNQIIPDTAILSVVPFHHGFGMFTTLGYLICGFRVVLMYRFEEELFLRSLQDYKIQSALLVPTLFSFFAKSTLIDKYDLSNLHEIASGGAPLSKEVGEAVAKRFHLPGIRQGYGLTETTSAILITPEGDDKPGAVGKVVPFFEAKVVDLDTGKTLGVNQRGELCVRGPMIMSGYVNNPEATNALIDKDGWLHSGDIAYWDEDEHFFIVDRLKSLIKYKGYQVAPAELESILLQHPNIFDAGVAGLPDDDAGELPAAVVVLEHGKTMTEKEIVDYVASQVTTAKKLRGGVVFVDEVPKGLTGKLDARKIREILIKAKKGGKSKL
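Titration-based qHTS; buffer 50 mM imidazole pH 7.2, 50 mM KCl, 7 mM MgCl2, 10 uM ATP, 0.01% Tween 20, 0.05% BSA; luciferase/luciferin detector mix added after compound; 8 min, ambient; luminescence.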
Active calls of the source: *; i = inactive; ? = inconclusive; . = no result given; [ ] = dose if it differs, or a comment. Unless noted, calls follow the shape of the dose curve; as a rule, active = well fitted curve in the direction sought with a large enough effect; inconclusive = small, poorly fitted or top-dose-only effect, or another doubt; inactive = no such curve, though single readings can be large; an effect the other way counts as inactive or inconclusive.

Start of the data: the first two compounds (preview)
SMILES	Fluorescein fluor	Caspase-7 inhib	Caspase-1 inhib	ERK AVP block	TexasRed autofl	USP2a inhib	HADH2 inhib	Tau fil binding	HEK293 cAMP cs	Rhodamine autofl	FLuc inh
Cn1c(SCC(=O)NC2CCCC2)nc2cccnc21	?	2%	2%	-2%	i	0%	-9%	-7%	19%	i	-1%
CS(=O)(=O)N(CC(=O)NCc1ccccn1)c1ccc2c(c1)OCCO2	i	1%	3%	-9%	i	-2%	5%	4%	4%	i	-1%

All compounds of this part, repeating the preview:
SMILES	Fluorescein fluor	Caspase-7 inhib	Caspase-1 inhib	ERK AVP block	TexasRed autofl	USP2a inhib	HADH2 inhib	Tau fil binding	HEK293 cAMP cs	Rhodamine autofl	FLuc inh
Cn1c(SCC(=O)NC2CCCC2)nc2cccnc21	?	2%	2%	-2%	i	0%	-9%	-7%	19%	i	-1%
CS(=O)(=O)N(CC(=O)NCc1ccccn1)c1ccc2c(c1)OCCO2	i	1%	3%	-9%	i	-2%	5%	4%	4%	i	-1%
Cc1ccc(CNC(=O)COC(=O)c2c(C)noc2C)cc1	i	1%	-2%	-4%	i	8%	9%	-1%	22%	i	-1%
CCOC(=O)N1CCN(C2=NC3(CCCCC3)C(C#N)C(=O)N2)CC1 (configuration not stated)	?	-1%	3%	-8%	i	0%	12%	-1%	2%	i	2%
O=C(Nc1ccccc1C(=O)OCn1nnc2ccccc2c1=O)c1ccco1	i	-1%	-3%	-26%	i	12%	1%	6%	16%	i	-2%
Cc1ccc(-n2nnnc2SCC(=O)NCCC2=CCCCC2)c(C)c1	?	-2%	-2%	13%	i	5%	4%	-6%	32µM*	i	-1%
Clc1ccccc1OCCN1CCCCC1	.	1%	-8%	22%	.	-10%	1%	-11%	?	.	-2%
CCCCNC(=O)c1c(C)cc(=O)oc1C	?	0%	1%	1%	i	-4%	-10%	-1%	8%	i	2%
COC(=O)c1ccc(-n2nnnc2SCC(=O)Nc2cc(OC)ccc2OC)cc1	i	-2%	0%	-20%	i	4%	18%	2%	?	i	2%
O=S(=O)(c1ccc(S(=O)(=O)N2CCCN(Cc3ccccc3)C2)cc1)N1CCCCCC1	i	3%	1%	-9%	?	6%	7%	-22%	26%	i	2%
CCN1CCN(C(c2cc3cccc(C)c3[nH]c2=O)c2nnnn2Cc2ccccc2)CC1 (configuration not stated)	?	-2%	-1%	-6%	i	8%	1%	-2%	8%	i	0%
O=C1[C@H]2[C@H]3[C@H](O)[C@H](O)C/C(=N/OC[C@@H](O)COCc4ccco4)[C@@H]3CC[C@@H]2C(=O)N1Cc1ccc2c(c1)OCO2	.	0%[11.5 µM]	0%[11.5 µM]	18%[11.5 µM]	.	.	-1%[11.4 µM]	.	2%[11.4 µM]	.	2%[11.4 µM]
O=C(NCCc1ccccc1)C1CCCN1C(=O)Nc1ccc(F)cc1 (configuration not stated)	i	2%	1%	-5%	i	-1%	-2%	-10%	0%	i	1%
O=C(CCCn1c(=S)[nH]c2ccsc2c1=O)NCc1ccco1	?	0%	1%	8%	?	1%	?	-6%	-78%[inhibitor]	i	-3%
O=C(Nc1ccc(Br)cc1F)c1sccc1-n1cccc1	?	0%	-3%	9%	i	2%	5%	28%	?	i	-2%
COc1cc(C2C3C(=O)N(Cc4ccccc4)C(=O)C3ON2c2ccccc2)cc(OC)c1O (configuration not stated)	?	-3%	-7%	3%	i	33%[activator]	9%	-13%	-9%	i	-1%
O=S(=O)(/N=S1/CC=CCN1S(=O)(=O)c1ccccc1)c1ccccc1 (configuration not stated)	?	0%	0%	?	?	-3%	?	9%	-6%	i	2%
Nc1nc2n(n1)C(c1ccco1)CC(c1ccc(F)cc1)N2 (configuration not stated)	.	-3%	-1%	-10%	.	.	12%	-8%	-8%	.	1%
O=C(Nc1cccc(OCC(=O)N2CCOCC2)c1)C1CCCCC1	i	2%	-1%	-17%	i	4%	5%	4%	1%	i	-1%
CCc1ccc(S(=O)(=O)NCc2csc(C)n2)s1	i	0%	2%	-15%	i	8%	5%	-7%	1%	i	-2%
Cc1ccc(C(=O)N2CCN(c3ccccc3)CC2)cc1S(=O)(=O)N1CCCC1	i	-2%	-1%	-21%	i	12%	-1%	0%	19%	i	0%
CC(C)C(=O)Nc1ccc(NC(=O)c2ccco2)cn1	i	-17%	-16%	21%	?	4%	-8%	4%	1%	i	-12%
CC(C)C(=O)Nc1cccc2nsnc12	?	-9%	-14%	11%	i	-4%	-13%	-12%	-4%	i	-3%
CCOC(=O)N1CCC(N(C(=O)Nc2ccc(Cl)c(Cl)c2)C(C)CC)CC1 (configuration not stated)	i	-4%	-4%	-14%	i	35%[activator]	14%	-3%	21%	i	1%
C=CCC(Nc1ccco1)c1ccccc1 (configuration not stated)	?	-6%	-6%	-9%	?	-4%	-14%	-30%	2%	i	1%
SMILES	Fluorescein fluor	Caspase-7 inhib	Caspase-1 inhib	ERK AVP block	TexasRed autofl	USP2a inhib	HADH2 inhib	Tau fil binding	HEK293 cAMP cs	Rhodamine autofl	FLuc inh
CCOC(=O)c1c(C)[nH]c(C(=O)Cn2c(=O)c3c(ncn3CC)n(Cc3ccccc3)c2=O)c1C	?	-6%	-4%	-21%	i	34%[activator]	-1%	0%	-10%	i	2%
CC1CCN(S(=O)(=O)c2cccc(C(=O)Nc3nccs3)c2)CC1	i	-2%	-1%	?	i	17%	-5%	-7%	?	i	4%
CO[C@@H]1COC(=O)[C@@H](C)COC(=O)[C@@H](C)NC(=O)C/C=C\[C@@H]1C	.	-1%[11.5 µM]	1%[11.5 µM]	-11%[11.5 µM]	.	.	4%[11.4 µM]	.	-2%[11.4 µM]	.	1%[11.4 µM]
Cn1cccc1C(=O)N1CCC2(CCN(Cc3ccccc3)CC2)CC1	i	0%	-4%	-10%	i	15%	5%	0%	8%	i	-1%[11.4 µM]
COc1nnc(-c2ccc(N3CCOCC3)c(NC(C)=O)c2)c2ccccc12	i	-1%	-1%	-6%	i	8%	0%	-3%	2%	i	3%
CCn1c(CCNC(=O)c2ccc(OC)c(OC)c2)nc2ccccc21	i	1%	0%	-9%	i	1%	5%	-7%	?	i	-15%
CC(C)NC(=O)N1CC[C@@]2(CCCN(C(=O)c3csnn3)C2)C1	?	0%	-1%	5%	i	6%	-3%	2%	3%	i	2%[11.4 µM]
COc1ccc(S(=O)(=O)N(C)CC(=O)N2CCC(C)CC2)cc1Cl	?	-1%	0%	-26%	i	15%	9%	-6%	2%	i	0%
CN(C)C[C@H]1CCC2=C(C1=O)C(c1ccc(Cl)c(Cl)c1)C1=C(CC[C@H](CN(C)C)C1=O)O2	?	0%[11.5 µM]	1%[11.5 µM]	7%[11.5 µM]	i	.	6%[11.4 µM]	7%[11.4 µM]	9%[11.4 µM]	i	1%[11.4 µM]
Cc1cc(C)n(-c2nc3c(c(=O)n(C)c(=O)n3C)n2C)n1	i	-1%	-13%	-14%	i	-8%	-22%	8%	4%	i	-3%
Cc1oc(-c2ccccc2F)nc1CS(=O)(=O)CC(=O)N1CCc2ccccc21	.	-6%	2%	?	.	.	2%	169%	3%	.	1%
CC1CCN(C(=O)CSc2ccc3nnc(-c4ccccc4)n3n2)CC1	?	-2%	-2%	-9%	i	12%	10%	5%	?	i	0%
COc1ccccc1NC(=O)CSc1nnc(-c2ccc(C)cc2)o1	?	7%	1%	7%	i	-9%	-4%	7%	-2%	i	4%
c1cc2c3c(c1)c1c(n3CCNC2)CCCC1	.	-5%	0%	?	.	.	?	32µM*	-5%	.	?
COc1ccc(C(=O)NCc2nnc(SCC(=O)N3CCc4ccccc43)o2)cc1OC	i	0%	2%	5%	i	4%	1%	6%	0%	i	1%
CCC(=O)Oc1ccc(C2N(C(=O)CC)CCN2S(=O)(=O)c2ccc(C)cc2)cc1OC (configuration not stated)	i	3%	0%	-12%	i	11%	8%	-38%	26%	i	0%
CC(=O)NC(=S)c1c(N)n(Cc2ccccc2)c(=O)n(C)c1=O	i	-2%	-4%	-13%	i	13%	-24%	1%	21%	i	2%
Cn1c(=O)[nH]c(=O)c2c1nc(Br)n2CC(O)COCc1ccccc1 (configuration not stated)	?	0%	-2%	?	i	4%	7%	3%	-10%	i	-2%
CCOC(=O)c1ccoc1CSCC(=O)N1CCN(S(=O)(=O)c2ccc(C)cc2)CC1	i	-2%	-3%	7%	i	13%	-3%	-3%	23%	i	1%
CCC(=O)c1cc(F)c(N2CCN(C(=O)c3ccco3)CC2)cc1C	.	-2%	3%	?	.	.	1%	-4%	11%	.	-2%

Screening results: PubChem BioAssay, National Center for Advancing Translational Sciences (NCATS)

This is a subset; count on the stated rates, not on these rows.
